Screening results: PubChem, Sanford-Burnham Center for Chemical Genomics
SENP1 inh = inhibitors of human SENP1 SUMO protease catalytic domain; recombinant SENP1 catalytic domain, CyPet-SUMO1-YPet FRET cleavage; inhibition, % at 10 µM; actives 0.21% (n = 360,000);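 active means inhibition at least 30% at 10 µM, raw YFP signal under a set limit, fluorescence ratio 0.5 to 1.5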;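 further: 0% = enzyme with DMSO and 100% = no enzyme wells; some results filed as inactive read as strong as hits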
Target sequence (Q9P0U3 419-644 limits assumed): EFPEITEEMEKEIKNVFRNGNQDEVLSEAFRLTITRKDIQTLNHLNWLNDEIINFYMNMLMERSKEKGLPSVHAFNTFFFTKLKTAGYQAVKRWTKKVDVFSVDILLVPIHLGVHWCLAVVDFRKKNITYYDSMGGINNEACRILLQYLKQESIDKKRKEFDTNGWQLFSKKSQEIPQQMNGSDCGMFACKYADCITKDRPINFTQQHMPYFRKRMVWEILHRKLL
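Controls: no-enzyme wells low, DMSO-plus-enzyme wells high control. Test system: human recombinant His6-tagged SENP1 catalytic domain enzyme. Reagent: SFCypet-SUMO1-SFYpet FRET protein substrate, 25 nM final. Doses: one dose per compound, 10 µM, 0.5% DMSO. Detection: FRET, CFP and YFP emission. Timing: 50 min reaction at room temperature.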
APOBEC3A inh = inhibitors of human APOBEC3A DNA deaminase | inhibition, % at 20 µM | recombinant A3A, FAM/TAMRA ssDNA deamination fluorescence | actives 0.41% (n = 330,000);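 active means at least 40% inhibition at 20 µM here, with at most 30% in a related deaminase screen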;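 further: plate controls were A3A with DMSO for no effect and wells lacking A3A enzyme for full effect; some results filed as inactive read as strong as hits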
Target sequence (P31941 whole entry, looked up): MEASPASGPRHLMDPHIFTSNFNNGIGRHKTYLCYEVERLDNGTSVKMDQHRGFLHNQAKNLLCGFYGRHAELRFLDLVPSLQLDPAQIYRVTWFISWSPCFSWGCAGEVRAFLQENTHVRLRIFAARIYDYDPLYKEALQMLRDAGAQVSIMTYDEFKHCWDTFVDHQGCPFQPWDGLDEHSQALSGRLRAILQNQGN
NLRP3 yeast inh = inhibitors of NALP3 inflammasome in yeast; Yeast reconstituted NLRP3/ASC/caspase-1, beta-gal luminescence, 24 h; inhibition, % at 10 µM; actives 0.39% (n = 330,000);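 active means inhibition of 50% or more; inactive means inhibition below 50%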;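 further: plate controls were induced DMSO wells for no effect and uninduced yeast grown without galactose for full effect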
hIAP activ = increases human intestinal alkaline phosphatase activity. purified human IAP, CDP-Star luminescence, 30 min; stronger effect = higher value; 1 = vehicle-only enzyme, 0 = enzyme-free background. activation factor at 10 µM. actives 0.16% (n = 330,000). AID 2524;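 active means activation factor of the enzyme at least 2-fold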; further: the source names both 10 and 20 µM as test concentration; values of inactives mirror those of a sister screen read the other way
Target sequence (P09923 whole entry, looked up): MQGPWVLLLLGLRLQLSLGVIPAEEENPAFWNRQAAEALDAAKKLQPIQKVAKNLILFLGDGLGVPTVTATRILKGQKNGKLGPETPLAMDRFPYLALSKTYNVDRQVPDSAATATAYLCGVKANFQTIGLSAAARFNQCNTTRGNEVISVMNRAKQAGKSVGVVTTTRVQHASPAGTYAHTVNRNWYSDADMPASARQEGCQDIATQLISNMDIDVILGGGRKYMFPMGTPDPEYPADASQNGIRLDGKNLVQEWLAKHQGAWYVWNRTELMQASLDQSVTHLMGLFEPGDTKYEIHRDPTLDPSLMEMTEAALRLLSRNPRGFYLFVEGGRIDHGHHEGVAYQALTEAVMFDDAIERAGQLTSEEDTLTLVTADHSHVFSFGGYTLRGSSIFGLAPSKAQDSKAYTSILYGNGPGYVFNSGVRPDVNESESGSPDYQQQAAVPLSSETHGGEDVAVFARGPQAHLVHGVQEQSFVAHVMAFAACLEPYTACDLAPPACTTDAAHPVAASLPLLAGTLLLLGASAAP
mIAP block = blocks mouse intestinal alkaline phosphatase; purified mouse IAP, CDP-Star luminescence, 30 min; inhibition, % at 10 µM; actives 0.2% (n = 330,000); AID 2806;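 active means inhibition of at least 40% at 10 µM in the primary screen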;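 further: plate controls were DMSO with enzyme for no effect and no enzyme wells for full effect; values of inactives mirror those of a sister screen read the other way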
hIAP inh = blocks human intestinal alkaline phosphatase; purified IAP, CDP-Star luminescence, 30 min; actives 0.12% (n = 330,000); inhibition, % at 10 µM;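 active means inhibition reaching a set limit with compound at 10 µM in the primary screen, cut at about 35% in these data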;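 further: plate controls were DMSO wells with enzyme for no effect and no-enzyme buffer wells for full effect; values of inactives mirror those of a sister screen read the other way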
A3G deaminase = inhibitors of human APOBEC3G DNA deaminase | inhibition, % at 20 µM | recombinant A3G, ssDNA deamination FAM/TAMRA fluorescence | Q9HC16 | actives 0.28% (n = 330,000);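 active means inhibition of at least 40% at 20 µM, with no more than 30% in the related APOBEC3A deaminase screen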;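 further: plate controls were DMSO wells with A3G for no effect and wells lacking A3G enzyme for full effect; some compounds called inactive have numbers as strong as hits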
MIN6 prolif = MIN6 beta-cell proliferation induction. AID 2380. MIN6 cells proliferation, ATPlite luminescence, 48 h; cells starved in 0.2% serum; 100% = growth in 10% serum. actives 0.29% (n = 330,000). proliferation, % at 10 µM;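 active means compounds whose signal lies at least 3.5 SD above the mean of all wells on their plate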;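 further: 0% = DMSO-treated cells in low-serum medium and 100% = 10% serum control; some compounds called inactive have numbers as strong as hits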
mIAP activ = mouse IAP activation. muIAP, CDP-Star luminescence, 30 min; stronger effect = higher value; 1 = vehicle-only enzyme signal, 0 = enzyme-free wells. activation factor at 10 µM. actives 0.24% (n = 330,000). AID 2805;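 active means activation factor of at least 2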; further: the source names both 10 and 20 µM as test concentration; values of inactives mirror those of a sister screen read the other way
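Assay system: mouse IAP enzyme / Compound: DMSO-dissolved test compounds / Timing: 30 min, room temperature / Measured by: luminescence from enzymatic CDP-Star hydrolysis / Control set: DMSO-only wells, enzyme-free buffer wells as negative control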
The depositor's hits bear a star. These rows are one share of the data. The share of hits here may be higher or lower than overall.

O=C(NNC(=O)c1csc(N2CCOCC2)n1)c1ccc(Cl)nc1 was read as SENP1 inh 3, APOBEC3A inh -3, NLRP3 yeast inh 17, hIAP activ 1.5, mIAP block 12, hIAP inh -51, A3G deaminase -8, MIN6 prolif -1 and mIAP activ 0.88.
Screening CN1C=CC2=C(C#N)C(N)C(C#N)(C#N)C(c3ccccc3)C2C1 (stereo not given) returned SENP1 inh -22, APOBEC3A inh 1, NLRP3 yeast inh 6, hIAP activ 0.95, mIAP block 16, hIAP inh 5, A3G deaminase 0, MIN6 prolif -2 and mIAP activ 0.84.
CCOc1ccc(NC(=O)c2ccc(NC(=O)CN3C(=O)C(=O)N(CC(C)C)C3=O)cc2)cc1 was read as SENP1 inh 1, APOBEC3A inh 3, NLRP3 yeast inh 6, hIAP activ 1.2, mIAP block 6, hIAP inh -18, A3G deaminase 1, MIN6 prolif -5 and mIAP activ 0.94.
Screening O=C(COC(=O)c1cccc(Cl)c1)NC(=O)NCc1ccccc1 returned SENP1 inh 0, APOBEC3A inh -1, NLRP3 yeast inh 12, hIAP activ 1, mIAP block 0, hIAP inh -2, A3G deaminase -3, MIN6 prolif -1 and mIAP activ 1.
Screening CCOC(=O)c1c(NC(=O)CS(=O)(=O)c2cn(CC)c3ccccc23)sc2c1CCCC2 returned SENP1 inh 1, APOBEC3A inh -6, NLRP3 yeast inh 6, hIAP activ 0.95, mIAP block 12, hIAP inh 5, A3G deaminase -8, MIN6 prolif -6 and mIAP activ 0.88.
For COc1cccc(C(=O)Nc2nnc(SCC(=O)Nc3ccc(NC(C)=O)cc3)s2)c1 the results were SENP1 inh 1, APOBEC3A inh -3, NLRP3 yeast inh 4, hIAP activ 0.96, mIAP block 12, hIAP inh 4, A3G deaminase -5, MIN6 prolif -6 and mIAP activ 0.88.
`O=C(NC(=S)NCc1ccco1)c1ccc(Br)cc1` gave SENP1 inh 0, APOBEC3A inh -3, NLRP3 yeast inh -2, hIAP activ 1.1, mIAP block 3, hIAP inh -10, A3G deaminase -4, MIN6 prolif -7 and mIAP activ 0.97.
`CC1CCCC(C)N1C(=O)c1cc2ncc(CCCl)cn2n1` (stereo not given) gave SENP1 inh 2, APOBEC3A inh -3, NLRP3 yeast inh -4, hIAP activ 1.1, mIAP block -9, hIAP inh -9, A3G deaminase -9, MIN6 prolif 0 and mIAP activ 1.1.
Screening CCN1C(=O)[C@H]2[C@H]3[C@H](O)[C@H](O)C/C(=N\OC[C@@H](C)[C@H](OCc4ccccc4)C(C)C)[C@@H]3CC[C@H]2C1=O returned APOBEC3A inh -2, NLRP3 yeast inh 14, hIAP activ 0.98, mIAP block 4, hIAP inh 2, A3G deaminase -5, MIN6 prolif 1 and mIAP activ 0.96.
Screening Cn1ncc([N+](=O)[O-])c1C(=O)Nc1ccccc1 returned SENP1 inh 1, APOBEC3A inh -1, NLRP3 yeast inh 15, hIAP activ 0.98, mIAP block -3, hIAP inh 2, A3G deaminase -2, MIN6 prolif 0 and mIAP activ 1.
Screening CC1(C)CC(=O)C=C(c2cccc(CO)c2)C1 returned SENP1 inh 3, APOBEC3A inh -2, NLRP3 yeast inh 18, hIAP activ 1.1, mIAP block 3, hIAP inh -10, A3G deaminase -4, MIN6 prolif 0 and mIAP activ 0.97.
For CCOc1ccc(NC(=O)CN(C)S(=O)(=O)c2cnc[nH]2)cc1 the results were SENP1 inh -1, APOBEC3A inh 2, NLRP3 yeast inh 7, hIAP activ 0.99, mIAP block -2, hIAP inh 1, A3G deaminase 4, MIN6 prolif -3 and mIAP activ 1.
`COC(=O)C1=C(O)CSC1=Nc1ccccc1` gave SENP1 inh -1, APOBEC3A inh 1, NLRP3 yeast inh -11, hIAP activ 0.83, mIAP block 4, hIAP inh 17, A3G deaminase -3, MIN6 prolif 4 and mIAP activ 0.96.
For CC(C)Cc1nnc(NC(=O)CCC(=O)NC2CCCCCC2)s1 the results were SENP1 inh 2, APOBEC3A inh -1, NLRP3 yeast inh 13, hIAP activ 1, mIAP block 6, hIAP inh 0, A3G deaminase -3, MIN6 prolif 0 and mIAP activ 0.94.
Screening O=C(CSc1ccc(-c2ccc(-n3cccn3)cc2)nn1)Nc1ccc([N+](=O)[O-])cc1 returned SENP1 inh 1, APOBEC3A inh 0, NLRP3 yeast inh 51*, hIAP activ 1.1, mIAP block 7, hIAP inh -6, A3G deaminase -10, MIN6 prolif -2 and mIAP activ 0.93.
Screening CC(=O)c1ccc(S(=O)(=O)N(CCCO)Cc2cc3cc(C)ccc3[nH]c2=O)cc1 returned SENP1 inh 0, APOBEC3A inh -1, NLRP3 yeast inh 8, hIAP activ 1.1, mIAP block 5, hIAP inh -6, A3G deaminase -5, MIN6 prolif 1 and mIAP activ 0.95.
For COc1cc(C(=O)NCCC(=O)NC(C)C)cc(OC)c1OC the results were SENP1 inh -1, APOBEC3A inh 6, NLRP3 yeast inh -3, hIAP activ 1.1, mIAP block -6, hIAP inh -10, A3G deaminase -4, MIN6 prolif -2 and mIAP activ 1.1.
For Cc1ccc(/C=[N+](\[O-])c2ccccc2C)o1 the results were SENP1 inh 2, APOBEC3A inh 0, NLRP3 yeast inh -5, hIAP activ 0.79, mIAP block 0, hIAP inh 21, A3G deaminase 1, MIN6 prolif 0 and mIAP activ 1.
For Cc1cccc(C(=O)Nc2c(C(=O)N(C)C)cnn2-c2ccccc2)c1 the results were SENP1 inh 1, APOBEC3A inh 3, NLRP3 yeast inh 7, hIAP activ 0.85, mIAP block -4, hIAP inh 14, A3G deaminase -4, MIN6 prolif -1 and mIAP activ 1.
For CCOc1ccc(S(=O)(=O)NCCC(=O)N2CCCCCCC2)cc1 the results were SENP1 inh 0, APOBEC3A inh -1, NLRP3 yeast inh -5, hIAP activ 1, mIAP block 6, hIAP inh -4, A3G deaminase 2, MIN6 prolif -2 and mIAP activ 0.94.
For CCOC(=O)c1ccc(NC(=O)c2nc(SC)ncc2Cl)cc1 the results were SENP1 inh 0, APOBEC3A inh 3, NLRP3 yeast inh 34, hIAP activ 1.1, mIAP block 2, hIAP inh -8, A3G deaminase 5, MIN6 prolif -2 and mIAP activ 0.98.
`CCOc1ccccc1NC(=O)c1cccc(N2C(=O)CCC2=O)c1` gave SENP1 inh -1, APOBEC3A inh -2, NLRP3 yeast inh 20, hIAP activ 1.1, mIAP block -3, hIAP inh -6, A3G deaminase -7, MIN6 prolif -4 and mIAP activ 1.
`O=C(CSc1ccc2nnc(-c3ccccn3)n2n1)Nc1ccccc1F` gave SENP1 inh -2, APOBEC3A inh -3, NLRP3 yeast inh 3, hIAP activ 1, mIAP block 2, hIAP inh -2, A3G deaminase -4, MIN6 prolif 2 and mIAP activ 0.98.
For Cc1cccc(N2CCN(S(=O)(=O)c3ccc4c(c3)CCN4C(=O)CCC(=O)O)CC2C)c1 (stereo not given) the results were SENP1 inh -1, APOBEC3A inh -2, NLRP3 yeast inh 3, hIAP activ 1, mIAP block -1, hIAP inh -3, A3G deaminase -8, MIN6 prolif -2 and mIAP activ 1.
Screening O=C(CNC(=O)c1ccco1)NCC(=O)OCc1cccc(C(=O)Oc2ccccc2)c1 returned SENP1 inh -1, APOBEC3A inh -1, NLRP3 yeast inh 4, hIAP activ 1.1, mIAP block 7, hIAP inh -6, A3G deaminase -5, MIN6 prolif -4 and mIAP activ 0.93.
CNc1nc(C23CC4CC(CC(C4)C2)C3)cs1 was read as SENP1 inh 1, APOBEC3A inh 1, NLRP3 yeast inh 7, hIAP activ 0.95, mIAP block 1, hIAP inh 5, A3G deaminase 3, MIN6 prolif 0 and mIAP activ 0.99.
Screening Cc1cccn2c(=O)c(C=C(C#N)C#N)c(N3CCN(c4cccc(Cl)c4)CC3)nc12 returned SENP1 inh -41, APOBEC3A inh -2, NLRP3 yeast inh 1, hIAP activ 1.1, mIAP block 8, hIAP inh -9, A3G deaminase -7, MIN6 prolif -4 and mIAP activ 0.93.
CCc1ccc(NC(=O)Cn2nnc(C(=O)NCc3cccs3)c2N)cc1 was read as SENP1 inh -2, APOBEC3A inh 0, NLRP3 yeast inh 14, hIAP activ 1.5, mIAP block -11, hIAP inh -50, A3G deaminase -3, MIN6 prolif -1 and mIAP activ 1.1.
Screening NS(=O)(=O)c1ccc(CNc2ccc3ccccc3n2)cc1 returned SENP1 inh 1, APOBEC3A inh -1, NLRP3 yeast inh 10, hIAP activ 1, mIAP block 7, hIAP inh 0, A3G deaminase -3, MIN6 prolif 2 and mIAP activ 0.93.
For CCN1CCN(C(c2cccs2)C(C)NC(=O)c2ccco2)CC1 (stereo not given) the results were SENP1 inh 0, APOBEC3A inh 0, NLRP3 yeast inh 3, hIAP activ 0.97, mIAP block -4, hIAP inh 3, A3G deaminase -6, MIN6 prolif -1 and mIAP activ 1.
For O=C(c1ccc(Cl)nc1)N1CCN(S(=O)(=O)c2ccccc2)CC1 the results were SENP1 inh -2, APOBEC3A inh -2, NLRP3 yeast inh 2, hIAP activ 0.91, mIAP block 2, hIAP inh 9, A3G deaminase -2, MIN6 prolif 0 and mIAP activ 0.98.
For Cc1cc(NC(=O)CSc2nc(Cc3ccccc3)c(C)[nH]2)no1 the results were SENP1 inh 5, APOBEC3A inh -4, NLRP3 yeast inh 8, hIAP activ 1.1, mIAP block 3, hIAP inh -9, A3G deaminase -9, MIN6 prolif 5 and mIAP activ 0.97.
`COc1ccc(CCNCc2cc(C)n(-c3ccc(OC)cc3)c2C)cc1` gave SENP1 inh -4, APOBEC3A inh -5, NLRP3 yeast inh 30, hIAP activ 1.3, mIAP block 2, hIAP inh -26, A3G deaminase -10, MIN6 prolif -5 and mIAP activ 0.97.
Screening COc1ccc(C2c3c(ncn(CCN4CCOCC4)c3=N)Oc3ccc4ccccc4c32)cc1OC (stereo not given) returned SENP1 inh 0, APOBEC3A inh -1, NLRP3 yeast inh 11, hIAP activ 0.89, mIAP block -5, hIAP inh 12, A3G deaminase -7, MIN6 prolif -6 and mIAP activ 1.1.
For CCn1cc(/C=N\NC(=O)c2ccc(Cl)cc2)cn1 the results were SENP1 inh 0, APOBEC3A inh -4, NLRP3 yeast inh -5, hIAP activ 0.85, mIAP block 5, hIAP inh 15, A3G deaminase -7, MIN6 prolif -2 and mIAP activ 0.95.
C/C(=N\OCC(=O)Nc1nc2ccccc2s1)c1ccccc1 was read as SENP1 inh 0, APOBEC3A inh 1, NLRP3 yeast inh -9, hIAP activ 0.86, mIAP block 2, hIAP inh 14, A3G deaminase -4, MIN6 prolif -3 and mIAP activ 0.98.
CC[C@@H]1C(c2cccc(Cl)c2)=NN(c2ccc(Br)cc2)[C@H]1C(=O)N1CCOC1=O was read as SENP1 inh -38, APOBEC3A inh 6, mIAP block -2, A3G deaminase 7 and mIAP activ 1.
For Cc1ccc(CNc2oc(-c3ccco3)nc2C#N)cc1 the results were SENP1 inh -2, APOBEC3A inh -2, NLRP3 yeast inh 32, hIAP activ 0.76, mIAP block -1, hIAP inh 24, A3G deaminase -3, MIN6 prolif 0.0* and mIAP activ 1.
